High-throughput results (PubChem BioAssay)
GPR55 LPI antagonism: inhibition of LPI-stimulated GPR55 beta-arrestin translocation – imaging, U2OS, beta-arrestin-GFP, LPI agonist, primary screen (AID 2013). U2OS GPR55 beta-arrestin-GFP translocation imaging, LPI antagonism; higher % means a stronger effect. one-dose inhibition, % at 10 µM; IC50 in µM for titrated hits. 290,000 compounds, 0.13% hits;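 active means spots per cell inhibited over 60%, with over 100 cells counted and total cytoplasm intensity under 500,000; inconclusive means wells with under 100 cells, flagged as likely toxic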;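 further: U2OS cells stably carrying GPR55 and arrestin-GFP stimulated by 5 µM LPI near EC80; imaged beta-arrestin-GFP aggregate spots per cell after agonist stimulation; plate controls were LPI-stimulated DMSO wells for no effect and DMSO wells without LPI for full effect; some results filed as inactive read as strong as hits; confirmed hits need IC50 under 10 µM and bright autofluorescent wells are also inconclusive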
KOR beta-arrestin-1: KOR agonists, beta-arrestin recruitment, primary screen, cell-based, luminescence, uHTS (AID 1777); KOR beta-arrestin recruitment, luminescence; higher % means a stronger effect; activation, % at 10 µM; hits with a dose series show EC50 in µM; 280,000 compounds, 0.02% hits; in the data active means activation above about 50%, passing the limit was not always enough; further: a part of the inactive calls stands beside numbers as strong as those of hits
GPR55 beta-arrestin: selective activators of receptor GPR55 – imaging, U2OS cells, beta-arrestin-GFP redistribution, primary screen (AID 1961); U2OS GPR55 beta-arrestin-GFP redistribution imaging; higher % means a stronger effect; one-dose activation, % at 10 µM; EC50 in µM for titrated hits; 290,000 compounds, 0.048% hits;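 active means activation above 40% with more than 50 cells counted in the well; inconclusive means wells holding fewer than 50 cells, flagged as toxic or sparse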;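 further: U2OS osteosarcoma cells stably expressing GPR55 and beta-arrestin-GFP; plate controls were DMSO negative control for no effect and LPI positive control for full effect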
NOD1 inhibition: NOD1 signaling inhibitors, primary screen, cell-based, luminescence, uHTS (AID 1578) | NOD1-driven NF-kB luciferase reporter cells, luminescence; higher % means a stronger effect | inhibition, % at 4 µM; hits with a dose series show EC50 in µM | 290,000 compounds, 1% hits; in the data active means inhibition mostly above about 36%, no sharp cut-off; inactive means mostly below about 34%;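 further: HEK-293T reporter cells stimulated with the NOD1 agonist gamma-tri-DAP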
NS5 inhibitors: flavivirus cap methylation enzyme inhibition – biochemical, confirmation dose response, primary screen (AID 588689); Dengue-2 NS5 methyltransferase capping enzyme assay, biochemical; higher % means a stronger effect; one-dose inhibition, % at 25 µM; IC50 in µM for titrated hits; 340,000 compounds, 0.3% hits; in the data active means a potency from the dose series; inconclusive means inhibition above about 29% without an active follow-up result
HIV peptide binding: cell-free HIV fusion peptide-binding blockers – biochemical, uHTS, fluorescence dequenching, primary screen (AID 1986); cell-free peptide binding, fluorescence dequenching, 30 min; higher % means a stronger effect; one-dose inhibition, % at 20 µM; IC50 in µM for titrated hits; 290,000 compounds, 0.3% hits; in the data active means inhibition mostly above about 52%, no sharp cut-off; inactive means mostly below about 76%; further: some results filed as inactive read as strong as hits
West Nile virus CPE: West Nile virus antiviral activity, cell-based, CPE readout (AID 1621); West Nile virus-infected cells, CPE inhibition; higher % means a stronger effect; CPE inhibition, % at 10 µM; hits with a dose series show IC50 in µM; 290,000 compounds, 0.02% hits; in the data active means a potency from the dose series; inconclusive means CPE inhibition mostly from about 3.7% at the one dose, without a potency; inactive means the rest, 99 in 100 with CPE inhibition below about 2.2%; further: strong numbers were not always called active
KOR beta-arrestin-2: KOR antagonists, beta-arrestin recruitment, cell-based, luminescence, uHTS (AID 1778) | KOR beta-arrestin recruitment, luminescence, antagonist mode; higher % means a stronger effect | one-dose inhibition, % at 10 µM; IC50 in µM for titrated hits | 290,000 compounds, 0.091% hits; in the data active means inhibition above about 50%; further: strong numbers were not always called active
GPR35 arrestin U2OS: inhibition of zaprinast-stimulated GPR35 beta-arrestin translocation – imaging, U2OS, beta-arrestin-GFP, zaprinast agonist, primary screen (AID 2058). U2OS GPR35 beta-arrestin-GFP translocation imaging, zaprinast antagonism; higher % means a stronger effect. one-dose inhibition, % at 10 µM; IC50 in µM for titrated hits. 290,000 compounds, 0.052% hits;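 active means inhibition of at least 50% with at least 30 cells and total cytoplasm GFP at most 10,000,000; inconclusive means under 30 cells or total GFP of 10,000,000 plus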
An asterisk follows results filed as active; ? = inconclusive; . = no result given; [ ] = another dose, or the depositor's remark. The list is partial (hit frequency here may not be typical).

SMILES	GPR55 LPI antagonism	KOR beta-arrestin-1	GPR55 beta-arrestin	NOD1 inhibition	NS5 inhibitors	HIV peptide binding	West Nile virus CPE	KOR beta-arrestin-2	GPR35 arrestin U2OS
COC(=O)c1cc(S(=O)(=O)N2CCCCCC2)c[nH]1	20.7%	-6.7%	0.7%	2.9%	-3.5%	1.3%	0.1%	-13.5%[20 µM]	10.8%
O=[N+]([O-])c1ccc(S(=O)(=O)Nc2ccncc2)cc1	-23.3%	-7.8%	1.7%	-6.2%	-6.5%	-0.9%	-0.2%	-6.7%[20 µM]	-2.9%
CCOC(=O)c1cc2c(=O)n3ccccc3nc2n(CCCOC)c1=NC(=O)c1cccnc1	-15.4%	-1.2%	0.2%	-4.9%	.	21.9%	.	-34.4%	9.0%
O=C(CSc1nc(-c2ccc(F)cc2)cs1)N1CCc2ccccc21	21.1%	-4.6%	0.2%	-19.2%	-10.5%	67.7%	-0.2%	19.7%	6.8%
CCc1ccccc1NC(=O)Cn1nc(C(F)(F)F)cc1C1CC1	22.5%	-2.4%	0.0%	-14.4%	-1.6%	-0.8%	-0.7%	31.4%	5.6%
COc1ccc(CC2(CO)CCN(S(=O)(=O)c3c(C)nn(C)c3C)CC2)cc1	-1.5%	-0.8%	0.2%	-34.1%	-8.7%	-0.2%	-0.2%	-19.6%	9.4%
O/N=C/c1ccc2ccccc2c1	2.4%	2.6%	0.8%	-8.4%	-5.1%	-0.2%	-0.4%	-27.1%	8.8%
CC1=CCC2C(=O)N(c3ccc(N4CCOCC4)cc3)C(=O)C2C1 (stereo unspecified)	-2.4%	6.4%	0.2%	-7.2%	5.4%	0.5%	0.0%	-17.6%	-5.7%
O=C1Cc2ccccc2C(=O)N1CCc1ccccc1	1.9%	1.6%	-0.1%	-18.7%	-1.4%	36.0%	0.1%	-34.6%	-7.8%
NC(=O)CSc1nnc(Cc2csc(Nc3ccc(F)cc3)n2)n1Cc1ccccc1	7.5%	9.4%	-0.2%	-16.3%	-4.8%	-2.6%	0.3%	-13.2%	4.2%
CCCNC(=O)C(=O)NCC(c1ccc2c(c1)OCO2)N1CCN(c2ccc(F)cc2)CC1 (stereo unspecified)	5.7%	1.7%	-0.1%	-7.2%	-3.6%	-2.1%	0.0%	-7.9%	10.0%
O=C(NCc1cccc(F)c1)C1CCN(S(=O)(=O)Cc2ccccc2)CC1	2.1%	1.9%	-1.0%	5.6%	0.0%	1.0%	-0.1%	24.7%	14.5%
O=C(COC(=O)c1n[nH]c2ccccc12)NC(=O)NCc1ccco1	5.1%	8.9%	2.4%	10.2%	-7.3%	-2.4%	0.0%	-2.7%	3.6%
Cc1ccc(C(=O)COC(=O)CN2C(=O)C3C4C=CC(C4)C3C2=O)cc1C (stereo unspecified)	8.3%	-1.9%	0.0%	-21.5%	-10.4%	-1.0%	0.0%	17.0%	-4.8%
CC1CCCCC1NC(=S)NC(=O)c1sc2ccccc2c1Cl (stereo unspecified)	-1.4%	3.5%	-0.2%	9.9%	0.7%	3.7%	-0.9%	-17.5%	-0.8%
COc1cccc(OC)c1C(=O)NC(=S)NCc1ccccc1	4.4%	-0.9%	-0.1%	-20.1%	-13.1%	2.1%	-0.3%	-28.5%[20 µM]	-10.6%
Cc1cc(C)cc(NC(=O)c2ccccc2NC(=O)CCC(=O)O)c1	7.9%	-2.6%	-0.2%	6.1%	-4.0%	-2.0%	1.2%	18.2%	29.8%
COc1ccc(/C=C/C(=O)NC(=S)Nc2ccc(C(=O)O)cc2)cc1	9.9%	-1.1%	-0.3%	-7.1%	-5.3%	19.7%	-0.8%	-2.7%	-9.4%
Clc1ccc2[nH]c(-c3ccccc3)cc2c1	-6.4%	2.6%	0.0%	-71.5%	-2.8%	1.0%	0.9%	-8.0%	-28.5%
C=CC1C(N2CCOCC2)C(C)(C)S1(=O)=O (stereo unspecified)	4.4%	8.4%	-0.1%	3.8%	0.0%	-2.3%	0.3%	-3.2%	-10.1%
O=C(COC(=O)c1ccc([N+](=O)[O-])s1)Nc1ccc(Cl)cn1	10.5%	7.5%	-0.4%	-19.4%	-4.4%	-1.1%	-0.3%	36.8%	17.4%
CN(C)CCCOC(=O)c1ccccc1	-3.9%	0.0%	-0.1%	0.8%	-4.1%	-1.8%	-0.1%	0.8%	24.0%
O=C(N/N=C/C=C\c1ccccc1[N+](=O)[O-])c1cccnc1	11.9%	2.2%	0.3%	-4.6%	1.6%	0.0%	0.2%	3.7%	6.3%
CC(=O)Nc1ccc(/C=N/NC(=O)CNC(=O)c2ccccc2)cc1	-3.4%	-0.2%	-0.1%	-28.0%	-4.5%	-0.7%	0.9%	-30.6%[20 µM]	-17.9%
CCOC(=O)c1cc2c(s1)-c1ccccc1CC2	-15.2%	0.4%	-0.3%	5.2%	.	-1.4%	-0.2%	-11.7%	-3.9%
CC1CCN(S(=O)(=O)c2ccc(N/N=C(/C#N)C(N)=O)cc2)CC1	7.9%	-0.9%	0.3%	-1.4%	-6.9%	-1.5%	1.0%	-0.7%	-3.7%
O=C(/C=C/c1ccccc1[N+](=O)[O-])NCc1ccc(Cl)cc1	-3.3%	-1.3%	-0.1%	-24.8%	1.8%	-2.4%	0.0%	11.4%[20 µM]	-2.3%
CCOC(=O)Cc1csc(NC(=O)c2ccc(F)cc2)n1	8.8%	-1.9%	-0.1%	-1.3%	0.7%	-1.2%	-0.3%	14.0%	-11.0%
C#Cc1cccc(C(=O)N2CCCC(CCC(=O)NCc3ccccc3F)C2)c1 (stereo unspecified)	-8.4%	-0.9%	-0.1%	-10.8%	-4.5%	2.2%	-0.6%	4.6%	-10.0%
O=C(c1ccc(Cl)cc1)c1c[nH]cc1-c1ccccc1	-1.6%	-2.8%	-0.4%	-33.8%	-5.6%	1.0%	0.2%	-3.9%	-18.1%
O=C(NCc1ccco1)c1ccc([N+](=O)[O-])o1	-15.9%	0.4%	-0.6%	-21.7%	-9.9%	3.9%	0.9%	-14.7%	-4.2%
COc1cc2[nH]c(=S)nc(NCc3cccnc3)c2cc1OC	-1.3%	-1.3%	-0.1%	-2.6%	-0.7%	-0.1%	-0.3%	-16.2%	-2.9%
Cn1cnnc1SCC(=O)NNC(=O)c1ccc(Cl)cc1	3.8%	-0.8%	-0.2%	-6.9%	-0.7%	-0.8%	0.1%	19.4%	-10.1%
O=C(Nc1ncc(Br)s1)C(Cc1ccccc1)n1cccc1 (stereo unspecified)	-5.4%	-5.6%	-0.2%	11.4%	-4.2%	-1.8%	-0.5%	-4.9%	-12.2%
COc1c2ccc(C(=O)NCc3cc(C(F)(F)F)cc(C(F)(F)F)c3)cc2nn1C	15.4%	-4.0%	-0.3%	-38.2%	-8.2%	0.6%	1.1%	8.1%	5.0%
CCn1c(=S)sc2c(=O)n(CC(=O)Nc3ccc(OC)c(Cl)c3)c(C)nc21	-4.7%	0.7%	-0.1%	4.2%	-2.7%	5.0%	-0.3%	-32.3%	8.3%
COC(=O)CN1C(=S)N(c2ccc(OC)cc2)C(=O)/C1=C/c1cccs1	-5.2%	5.7%	0.2%	-10.4%	0.7%	2.6%	-0.8%	24.0%	0.7%
COc1ccc(S(=O)(=O)N(C)CC(=O)NC2CCCCC2)cc1Cl	2.8%	1.8%	0.0%	-1.3%	0.8%	0.7%	-0.8%	-23.5%	-10.2%
CCOc1ccccc1NC(=O)CSc1nc2c(c(=O)n(C)c(=O)n2C)n1C	1.4%	-5.9%	-0.2%	3.4%	1.7%	-1.7%	-0.5%	-9.4%	7.6%
CCOC(=O)N1CCN(S(=O)(=O)c2ccc3c(c2)CC(C)N3C(=O)C2CC2)CC1 (stereo unspecified)	-6.5%	-2.2%	-0.1%	-10.9%	-5.2%	-0.1%	-0.4%	12.7%	0.8%
CC(C)C(NC(=O)c1ccc2c(c1)OCCO2)c1nc2ccccc2[nH]1 (stereo unspecified)	-17.1%	3.0%	0.3%	-28.0%	0.0%	1.4%	1.5%	-43.6%	3.3%
CC1Cc2ccccc2N1C(=O)COC(=O)c1cccnc1Cl (stereo unspecified)	2.6%	2.0%	0.4%	9.6%	-2.8%	-1.3%	0.0%	-47.3%	8.3%
Cc1cccc(C2NC(c3cccc(C)c3)C([N+](=O)[O-])C(C)(C)C2[N+](=O)[O-])c1 (stereo unspecified)	0.4%	-0.6%	0.4%	15.7%	-2.9%	1.1%	-0.1%	10.5%	4.4%
C=CCC(=O)N1CCCC(C(=O)c2ccc(Cl)cc2)C1 (stereo unspecified)	20.7%	-3.8%	0.4%	-19.1%	2.3%	0.7%	-0.9%	-33.6%[20 µM]	3.3%
Cc1ccc(NC(=O)c2nc[nH]c2C(=O)N2CCN(c3ccccc3)CC2)cc1	-3.6%	5.9%	-0.1%	-3.6%	-10.9%	-1.1%	0.1%	10.1%	-4.9%
CCCNC(=O)c1ccc(N2CCC3(CC2)CC(c2ccccc2)=NO3)c(NC(=O)c2cccc(C)c2)c1	18.6%	6.3%	0.7%	43.2%	-8.8%	0.1%	0.5%	-16.1%[20 µM]	-2.2%
COc1cc(OC)c(OC)cc1/C=C1\Oc2cc(OCC(=O)N3Cc4ccccc4C[C@H]3C(=O)O)ccc2C1=O	1.6%	-3.2%	-0.2%	-13.6%	?	122.8%*	0.2%	-14.0%[20 µM]	2.9%
CCn1c(C(=O)N2CCc3ccccc3C2)cc2oc3ccccc3c21	32.1%	18.5%	-0.1%	48.1%	-2.4%	-1.9%	-0.5%	-105.5%	-9.5%
COc1ccc(N2C(=O)CN(Cc3ccc(OC)c(OC)c3)C2=S)cc1	7.1%	-2.8%	0.5%	-12.6%	-3.0%	-0.3%	0.0%	-8.8%	-3.4%
COc1ccccc1-n1c(C)c2c(OC)cccc(=O)c2c1C	6.6%	-0.9%	1.1%	-41.9%	6.5%	11.8%	-0.7%	-23.0%	13.9%
CCCN1C(=O)/C(=C\C=C2\N(CC)c3ccccc3C2(C)C)SC1=S	0.824µM*	.	32.8%	20.3%	-92.3%	152.0%	-1.1%	36.3%	49.5%
